p53null 39C kill: kills p53 null cells at the nonpermissive temperature; H1299 p53-null (neo) cells, 39C, ATPlite viability, 24 h; Potency, µM (top dose mostly 46.1 µM), without a hit: top-dose activity, negative = cell killing, most hits filed as cytotoxic; 55,000 tested, 0.97% active; AID 904;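 also: 0% = DMSO only and -100% = full killing by 100 µM tamoxifen; nearly all actives have a fitted effect of over 50% in size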
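ATP-luminescence viability readout (ATPlite, 20 min RT) after 24 hr compound treatment at 39C of H1299-neo or H1299-p53A138V cells; titration up to 46 uM; normalized to DMSO and 100 uM tamoxifen; Hill-fit AC50.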
p53null 32C tox: p53 null cell cytotoxicity, permissive temperature | H1299-neo p53 null cells, ATP luminescence, 24 h, 32C | Potency, µM (top dose mostly 46.1 µM), inactives show at the top dose activity change, negative = cytotoxicity, most hits filed as cytotoxic | 55,000 tested, 0.62% active;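 also: 0% = DMSO only and -100% = full killing by 100 µM tamoxifen; nearly all actives have a fitted effect of over 55% in size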
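We seeded p53-null H1299-neo cells, incubated them overnight at 37C, and added compounds across a range up to 46 uM. After 24 hours at 32C, ATP reagent was applied for 20 min at room temperature and luminescence recorded.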
Starred values were filed as active, the others as inactive; ? = inconclusive; [ ] = remark or other dose. Calls follow the shape of the dose curve; as a rule, active = well fitted cell-killing curve with a large enough effect; inconclusive = small, poorly fitted or top-dose-only effect; inactive = no such curve, though single readings can be large or run the other way. Potency is read from the fitted curve at half-maximal effect. An excerpt; the hit share may differ from the screen's.

mol	p53null 32C tox	p53null 39C kill
CCN(CC)c1ncnc2scc(C3COc4ccccc4O3)c12 (stereo unspecified)	8%	10%
COc1ccccc1N(C(=O)CNC(=O)c1ccco1)C(C(=O)NC1CCCC1)c1ccncc1 (stereo unspecified)	1%	11%
CC(=O)N1CCc2cc(S(=O)(=O)CCC(=O)N3CCN(C(=O)c4ccco4)CC3)ccc21	-8%	-9%
COc1cc(/C=N/Nc2ccc([N+](=O)[O-])cc2S(=O)(=O)N2CCOCC2)cc(OC)c1OC	9%	-2%[1.84 µM]
COc1ccc(C(C)(C)C)cc1NC(=O)COC(=O)c1ncc(Cl)c(Cl)c1Cl	0%	-11%
CC(C)(C)C1CCc2c(sc(NC(=O)CSc3ncn[nH]3)c2C#N)C1 (stereo unspecified)	6%	18%
CCN(CC)S(=O)(=O)c1ccc(-c2nnc(SCC(=O)Nc3ccc(OC)cc3)o2)cc1	3%	16%
CCN1CCN(Cc2nc3c(c(=O)[nH]c(=O)n3C)n2Cc2ccccc2Cl)CC1	5%	8%
CCOC(=O)C1C(=O)C=C(/C=C/c2ccc(N(C)C)cc2)CC1c1ccccc1 (stereo unspecified)	-5%	-12%
COc1cccc(Cn2c(NCC(C)C)nc3c2c(=O)n(C)c(=O)n3C)c1	6%	14%
CC(C)CC(N=C1NC(C)(C)Cc2ccccc21)C(=O)O (stereo unspecified)	8%	15%
O=C(c1cc2ccccc2oc1=O)N(Cc1cccs1)Cc1ccccc1Cl	6%	5%
OCCN1CCN(CC(O)COCc2ccc3c(c2)OCO3)CC1 (stereo unspecified)	1%	9%
CCOc1ccc(NC(=O)CSc2nnc(-c3ccoc3C)n2CC2CCCO2)cc1 (stereo unspecified)	4%	-10%
Cc1n[nH]c(C)c1SCC(=O)Nc1ccc(F)cc1	-8%	-8%
COCCCNC(=O)Cn1nnc(-c2ccc(NC(=O)c3ccccc3F)cc2)n1	-27%	-29%
Cc1cc(C)nc(N2CCCC(C(=O)NCC(c3ccccc3)c3ccccc3)C2)n1 (stereo unspecified)	-6%	4%
O=C(NCC(=O)N(Cc1ccco1)C(C(=O)NC1CCCC1)c1ccncc1)c1cccs1 (stereo unspecified)	-3%	-10%
COCCCn1c(Cc2csc(Nc3ccccc3)n2)nnc1SCC(N)=O	0%	-10%
Cc1ccc(CN2CCN(C(=O)c3ccco3)CC2)cc1	8%	5%
Cc1nc2c(-c3ccc(F)cc3)c(C)nn2c(C)c1CCC(=O)NC(C)CCc1ccco1 (stereo unspecified)	2%	-10%
Cn1c(Cn2c(=O)sc3ccccc32)nnc1SCC(=O)NCc1ccco1	0%	-22%
CC1=Nn2c(nnc2-c2cc(-c3ccccc3)n[nH]2)SC1	2%	-13%
Cc1c(C(=O)NCCCN2CCOCC2)sc2nc(-c3ccc(F)cc3)cn12	-6%	-1%
CCOc1ccccc1NC(=O)Cc1c(F)cccc1Cl	-4%	8%
Cc1cc(Cl)c(S(=O)(=O)N(C)C)cc1OCC(N)=O	1%	21%
COCCN(C(=O)Cn1nnc2ccccc21)C(C(=O)NC1CCCCC1)c1ccc(OC)cc1OC (stereo unspecified)	-4%	13%
COc1ccc2c(c1)OC(c1ccccc1)(C(F)(F)F)NC2=O (stereo unspecified)	-2%	13%
COC(=O)c1c(NC(=O)c2ccco2)sc(C(=O)N(C)C)c1C	-1%	6%
COc1ccc(C(=O)Nc2ccc(Cl)cc2C(=O)NCc2ccco2)cc1	-3%	-13%

An excerpt of these results, with values under each structure.
Second line of a record – p53null 32C tox	p53null 39C kill
- COCCCNC(=O)Cn1nnc(-c2ccc(NC(=O)c3ccccc3F)cc2)n1
    -27%	-29%
- Cc1cc(C)nc(N2CCCC(C(=O)NCC(c3ccccc3)c3ccccc3)C2)n1 (stereo unspecified)
    -6%	4%

Next part.
mol	p53null 32C tox	p53null 39C kill
CC(=O)NCCOC(=O)Nc1sc(=S)n(C)c1C	-1%	2%
COc1ccc(CC(=O)O/N=C(\N)c2cccc([N+](=O)[O-])c2)cc1	-5%	18%
COc1cccc(N2C(=O)CC(N3CCC(C(N)=O)(N4CCCCC4)CC3)C2=O)c1 (stereo unspecified)	9%	19%
CC1CCCCC1NCC(=O)Nc1ccccc1-c1ccccc1 (stereo unspecified)	-7%	4%
c1ccc(Cn2c(CNc3nc4ccccc4n3CCN3CCCCC3)nc3ccccc32)cc1	-9%	1%
Cc1ccc(C)c(NC(=O)CS(=O)(=O)c2cn(C)c3ccccc23)c1	0%	8%
COc1ccc(C(CCN(Cc2ccc(OC)c(OC)c2)C(=O)CCl)c2ccccc2)cc1 (stereo unspecified)	-7%	?
CCCCn1c(CN2CCN(c3cccc(Cl)c3)CC2)nc2c1c(=O)[nH]c(=O)n2C	21%	5%
O=C(CNC(=O)c1ccc(F)cc1)N/N=C/c1ccc(O)c([N+](=O)[O-])c1	10%	5%
Cc1nn(C)c(C(=O)Nc2ccc(S(=O)(=O)NC34CC5CC(CC(C5)C3)C4)cc2)c1Br	6%	11%
C/C(CC1CC(C)(C)OC1=O)=N/Nc1nc(-c2ccccc2)cs1 (stereo unspecified)	0%	18%
Cc1nn(CC(=O)NCCc2ccc(Cl)cc2Cl)c(C)c1[N+](=O)[O-]	-24%	?
CCNc1nc(NCC)nc(OCCOC(C)=O)n1	1%	1%
CCOC(=O)Nc1cccc(NC(=O)c2cc(OC)cc(OC)c2)c1	0%	1%
OCCCc1nc2n(n1)C(c1ccccc1)C=C(c1ccc(F)cc1)N2 (stereo unspecified)	6%	28%
CN(Cc1ccccc1)Cc1nc2c([nH]1)c(=O)n(C)c(=O)n2C	-10%	0%
CC1(C)Cc2c(sc(NC(=O)C(C)(C)C)c2C#N)C(C)(C)N1	0%	-3%
CC12COC3(C(N)=O)CC1CCC32C (stereo unspecified)	-3%	8%
CCc1c(C)c2c(C)nn(-c3ccccc3)c2oc1=O	2%	17%
CCOC(=O)Cc1csc(NC(=O)CSc2nnc(-c3cccnc3)n2Cc2ccco2)n1	-3%	9%
O=C(Cn1c2ccccc2c(=O)c2ccccc21)N/N=C/c1ccc(N2CCCC2)c([N+](=O)[O-])c1	-6%	-1%
O=C(Cn1cnc2c(nnn2Cc2ccc(F)cc2)c1=O)NCc1ccco1	-14%	-4%
COc1cccc(-c2nc(CS(=O)(=O)CC(=O)N3CCN(C)CC3)c(C)o2)c1	-10%	-12%
CC(C)Cc1c(O)nc(SCC(=O)Nc2ccc3c(c2)CCC3)[nH]c1=O	-6%	5%
CC(=O)Nc1nc2ccccc2n1CCN1CCOCC1	9%	8%
CC(=O)C1C(c2ccc(F)c(F)c2)NC(=O)NC1(O)C(F)(F)F (stereo unspecified)	4%	-17%
Cc1cc(C)n(-c2nnc(C)n2NC(=O)c2cccc(Cl)c2)n1	-1%	1%
Cc1cc(C)n(-c2nc(Nc3ccccc3C(F)(F)F)nc(-n3nc(C)cc3C)n2)n1	?	?
COc1ccc(N2CCSC2C(=O)NN)cc1 (stereo unspecified)	12%	20%
Cc1ccc2c(c1)c(C)c(C)n2CC(O)CN1CCOCC1 (stereo unspecified)	-3%	1%
COc1ccc(Cc2c(O)nc(SCC(=O)N3CCCCCC3)[nH]c2=O)cc1	-9%	19%
O=C(N/N=C/c1ccc(O)cc1)c1csc2c1CCCC2	-12%	-2%
CCC(C)NC(=O)C1c2cc(OC)c(OC)cc2C(=O)N(C)C1c1ccc(OC)cc1 (stereo unspecified)	-11%	2%
O=C(Cc1ccc(Br)cc1)NCCc1ccc(Cl)cc1Cl	-11%	-4%[1.84 µM]
C/C(CC1CC(C)OC1=O)=N\NC(N)=S (stereo unspecified)	-11%	-12%[1.84 µM]
C=CCn1c(SC2CCOC2=O)nc2sc(C)c(C)c2c1=O (stereo unspecified)	0%	17%
CN(C1CCS(=O)(=O)C1)S(=O)C12CC3CC(CC(C3)C1)C2 (stereo unspecified)	14%	32%[activator]
Cc1cc(C)nc(NC(=O)CCC2CCCC2)c1	-14%	-1%
O=Cc1cn(CC(=O)N2CCOCC2)c2ccccc12	2%	-5%
CCOC(=O)c1[nH]nc(N)c1NC(=O)c1ccc(Cl)cc1Cl	-11%	-10%
CCCC1CCC(=NNC(=O)OC(C)(C)C)CC1 (stereo unspecified)	-17%	5%
CSc1nc2c(c(=O)n1-c1ccc(F)cc1)SCC2	-10%	-7%
COc1ccc(S(=O)(=O)NC(C(C)C)C(C)C)cc1OC	3%	29%
COc1ccccc1N1CCN(CC(=O)NCC2CCCO2)CC1 (stereo unspecified)	3%	18%
CCSC1=N/C(=C\c2ccc3c(c2)OCO3)C(=O)S1	6%	14%

Random excerpt: six entries already listed
mol	p53null 32C tox	p53null 39C kill
C=CCn1c(SC2CCOC2=O)nc2sc(C)c(C)c2c1=O (stereo unspecified)	0%	17%
O=C(Cc1ccc(Br)cc1)NCCc1ccc(Cl)cc1Cl	-11%	-4%[1.84 µM]
Cc1cc(C)nc(NC(=O)CCC2CCCC2)c1	-14%	-1%
COc1ccc(S(=O)(=O)NC(C(C)C)C(C)C)cc1OC	3%	29%
COc1ccccc1N1CCN(CC(=O)NCC2CCCO2)CC1 (stereo unspecified)	3%	18%
O=C(N/N=C/c1ccc(O)cc1)c1csc2c1CCCC2	-12%	-2%

Complete entries as entered above:
Shown for COc1ccc(S(=O)(=O)NC(C(C)C)C(C)C)cc1OC = p53null 32C tox: 3%; p53null 39C kill: 29%
Shown for CN(C1CCS(=O)(=O)C1)S(=O)C12CC3CC(CC(C3)C1)C2 (stereo unspecified) = p53null 32C tox: 14%; p53null 39C kill: 32%[activator]
Shown for C/C(CC1CC(C)OC1=O)=N\NC(N)=S (stereo unspecified) = p53null 32C tox: -11%; p53null 39C kill: -12%[1.84 µM]

Continued:
mol	p53null 32C tox	p53null 39C kill
CN(C)c1cccc(C(=O)OCC(=O)NCc2ccco2)c1	-3%	-8%
Cc1cccc(C(=O)O)c1NC(=O)c1ccc(F)cc1	2%	-13%
CCOC(=O)C1=C(N)N2C(=O)C(C)SC2=C(C(=O)OCC)C1c1ccccc1 (stereo unspecified)	1%	28%
CC(=O)Oc1ccc2c(c1)cc(C)n2C	-1%	14%
COc1ccc(-c2cnnn2-c2ccc(N)cc2)cc1OC	-1%	7%
COc1ccc(S(=O)(=O)NCC(c2cccnc2)N2CCN(C)CC2)cc1C (stereo unspecified)	13%	-2%
CCC(C)(C)n1nnnc1C(c1ccccc1)N1CCN(C2CCCC2)CC1 (stereo unspecified)	5%	-4%
CCc1cc(Br)ccc1N1C(=O)C2CC=CCC2C1=O (stereo unspecified)	-8%	-16%
CCn1nccc1C(=O)Nc1ccc(Cl)c(Cl)c1	10%	11%
O=C(NCc1ccccc1F)C1CCCN1C(=O)NC1CCCCC1 (stereo unspecified)	-6%	19%
COc1ccc(OC)c(N2Cc3ccccc3C2)c1	-4%	-6%
O=C(CS(=O)(=O)c1cn(Cc2cccc(F)c2)c2ccccc12)N1CCCCC1	-12%	3%
Cc1cc(C)cc(N(CC(=O)N2CCOCC2)S(=O)(=O)c2ccccc2)c1	0%	12%
COc1cccc(O[C@@H]2O[C@@H]3COC(C)(C)O[C@H]3[C@H](O)[C@H]2NC(C)=O)c1	9%	21%
CC(Sc1nc(-c2ccccc2)cc(C(F)(F)F)n1)C(=O)N1CCOCC1 (stereo unspecified)	4%	2%

Given with values under each structure: part of the list above.
Each structure is followed by: p53null 32C tox	p53null 39C kill
- CC(=O)Oc1ccc2c(c1)cc(C)n2C
 : -1%	14%
- COc1ccc(-c2cnnn2-c2ccc(N)cc2)cc1OC
 : -1%	7%
- COc1ccc(S(=O)(=O)NCC(c2cccnc2)N2CCN(C)CC2)cc1C (stereo unspecified)
 : 13%	-2%

(cont.)
mol	p53null 32C tox	p53null 39C kill
COc1ccccc1C(=O)NC1CCCCCCC1	-8%	-7%
OCCCn1c(-c2ccccc2)n[nH]c1=S	-9%	-2%
CC1(C)Cc2ccccc2C(c2cc3ccccc3oc2=O)=N1	10%	-4%
COc1ccc(CNC(=O)C(c2ccco2)N(C(=O)c2csnn2)c2cccc(C)c2C)cc1 (stereo unspecified)	18%	20%
CCOC(=O)CSc1nc2ccccc2c(=O)n1C	1%	0%
CC(=O)N1C(=O)N(C)C2C1N(C(C)=O)C(=O)N2C (stereo unspecified)	6%	8%
O=C(NCc1cccs1)C1CCN(C(=O)NCc2ccccc2)CC1	-13%	-9%
O=C(Cc1cccs1)Nc1nnc(SCc2ccc(Br)cc2)s1	-15%	-4%

Compound activity from PubChem.
